Bioassay records deposited in PubChem by National Center for Advancing Translational Sciences (NCATS).
Nrf2 inh: Nrf2 qHTS screen for inhibitors | A549 ARE-Fluc reporter, luciferase luminescence, 18-24 h | Potency, µM (top dose mostly 46 µM), for the others: at the top dose activity change, negative = inhibition, hits mostly inhibitors | 2.1% of 360,000 active | AID 504444, 2011; further: potency means the concentration at half of the fitted maximal effect; on the % scale 0 is the no-effect control and ±100 the full control effect; nearly all actives have a fitted effect of over 60% in size
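Concentration-response testing used A549 ARE_Fluc cells at 5000 cells/well. Following an 18-24 h compound incubation, viability was read by fluorescence (Ex 405/Em 525) and luciferase output by luminescence.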
EPAC2 agonist: qHTS for Agonist of cAMP-regulated guanine nucleotide exchange factor 4 (EPAC2): primary screen; Rap guanine nucleotide exchange factor 4 (Homo sapiens), Q8WZA2; EPAC2 activation, biochemical qHTS; response scale: 100% = 6.5 mM cAMP response; Potency, µM (top dose mostly 154 µM), for inactives: at the top dose activation, most hits filed as activators; 0.079% of 360,000 active; further: potency means the concentration at half of the fitted maximal effect; nearly all actives have a fitted effect of over 50% in size
Target sequence (Q8WZA2 whole entry, looked up): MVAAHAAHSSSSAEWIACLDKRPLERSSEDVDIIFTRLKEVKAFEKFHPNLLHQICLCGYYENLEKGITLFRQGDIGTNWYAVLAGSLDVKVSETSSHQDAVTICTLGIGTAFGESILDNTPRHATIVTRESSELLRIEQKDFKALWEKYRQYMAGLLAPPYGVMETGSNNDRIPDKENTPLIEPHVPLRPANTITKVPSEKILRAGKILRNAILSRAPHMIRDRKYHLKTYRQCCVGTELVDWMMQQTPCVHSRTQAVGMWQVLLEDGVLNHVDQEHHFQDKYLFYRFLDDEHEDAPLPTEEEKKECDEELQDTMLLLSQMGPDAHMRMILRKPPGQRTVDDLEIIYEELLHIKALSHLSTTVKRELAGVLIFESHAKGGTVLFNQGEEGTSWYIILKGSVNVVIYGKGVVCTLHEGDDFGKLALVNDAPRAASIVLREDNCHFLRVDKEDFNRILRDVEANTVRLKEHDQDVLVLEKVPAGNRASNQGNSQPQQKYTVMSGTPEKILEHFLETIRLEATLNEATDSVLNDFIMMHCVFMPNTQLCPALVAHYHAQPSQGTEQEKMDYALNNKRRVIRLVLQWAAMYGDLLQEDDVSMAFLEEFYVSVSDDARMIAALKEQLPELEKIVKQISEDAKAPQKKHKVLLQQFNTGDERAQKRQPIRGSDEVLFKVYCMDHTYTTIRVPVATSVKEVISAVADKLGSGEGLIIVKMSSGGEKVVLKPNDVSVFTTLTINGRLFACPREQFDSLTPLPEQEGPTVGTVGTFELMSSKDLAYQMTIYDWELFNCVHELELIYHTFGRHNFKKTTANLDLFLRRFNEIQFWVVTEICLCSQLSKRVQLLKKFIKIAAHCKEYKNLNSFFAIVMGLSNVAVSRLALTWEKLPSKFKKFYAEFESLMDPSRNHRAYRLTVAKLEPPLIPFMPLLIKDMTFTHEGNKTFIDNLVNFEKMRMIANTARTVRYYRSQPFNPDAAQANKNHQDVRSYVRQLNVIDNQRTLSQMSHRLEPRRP
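EPAC2 (100 nM) mixed with Rap1B loaded with BODIPY-GDP (250 nM) plus 50 uM unlabeled GDP; compounds pinned in, 5 min RT, then read every 5 min for 30 min (ex 480, em 540 nm). Normalized to cAMP control.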
ATXN viability: Viability Counterscreen for Primary qHTS for Inhibitors of ATXN expression | S2 cells (HEK-293 line with an ATXN2-luciferase reporter) viability, CellTiter-Fluor protease fluorescence, 24 h | Potency, µM (doses to about 56.7 µM), actives largely listed as cytotoxic | 0.49% of 400,000 active; further: potency means the concentration at half of the fitted maximal effect; nearly all actives have a fitted effect of over 40% in size
TGFb SMAD3 inh: qHTS for Inhibitors of TGF-b; HepG2 CAGA-GFP TGF-b/SMAD3 reporter, GFP fluorescence, 18 h; TGF-beta stimulated, 500 pg/mL final; Potency, µM (top dose mostly 46.1 µM), without a hit: at the highest dose activity, negative = inhibition, most hits filed as inhibitors; 1.2% of 410,000 active; AID 588855, 2011; further: potency means the concentration at half of the fitted maximal effect; on the % scale 0 is the no-effect control and ±100 the full control effect; nearly all actives have a fitted effect of over 65% in size
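Per well, imaged GFP fluorescence of HEPG2 CAGA-GFP cells gives the signal; cells get compound, then TGF-beta (500 pg/mL final), 18 h at 37 degrees C; %Activity versus -TGF-beta and +DMSO controls.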
HepG2 tox: qHTS for Inhibitors of TGF-b: Cytotox Counterscreen | HepG2 CAGA-GFP viability, ATP luminescence, 18 h | Potency, µM (titrated, usually from 46.1 µM), without a hit: top-dose activity change, negative = cytotoxicity, most hits filed as cytotoxic | 0.76% of 410,000 active | AID 588856, 2011; further: potency means the concentration at half of the fitted maximal effect; some results filed as inactive show a strong effect at the top dose
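HepG2 CAGA-GFP cells (1000/well, DMEM with 1% FBS) received compound, then TGF-beta at 500 pg/mL final, and were incubated 18 hours at 37 degrees C. Viability was read by CellTiter-Glo luminescence. Media-only wells were set as complete cell-killing and DMSO as no toxicity.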
Nrf2 ARE act: qHTS of Nrf2 Activators; Potency, µM (doses to about 46.1 µM), inactives show at the top dose activation, most hits filed as activators; AID 624171, 2012; AREc32 ARE-luciferase reporter (MCF7-derived line), luminescence, 24 h; 0.31% of 410,000 active; further: potency means the concentration at half of the fitted maximal effect; % of control where 0% means no effect; nearly all actives have a fitted effect of over 65% in size
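For detection, Steady-Glo was added and plates sat 30 min at RT; before that, AREc32_Fluc cells grown overnight in OPTI-MEM/5% FBS had been treated with 23 nL compound for 24 hr at 37 deg C.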
A549 viability: Nrf2 qHTS screen for inhibitors: counterscreen for cytotoxicity | A549 ARE-Fluc cells, CellTiter-Fluor viability, 18-24 h | Potency, µM (highest dose often 46 µM), inactives show top-dose activity change, negative = cytotoxicity, hits mostly inhibitors | 0.16% of 390,000 active | AID 504648, 2011; further: potency means the concentration at half of the fitted maximal effect; on the % scale 0 is the no-effect control and ±100 the full control effect
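A549 ARE-Fluc cells in 5% FBS OPTI-MEM, 5000 cells/well, rested 2 h then exposed to compounds in concentration-response for 18-24 h at 37 °C. Viability by CellTiter-Fluor fluorescence (Ex 405/Em 525) after 30 min; luciferase luminescence (BugLite, 15 min, RT) read afterwards.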
ATXN2 expr inh: Primary qHTS for Inhibitors of ATXN expression | HEK-293 ATXN2-luciferase reporter, luminescence, 24 h | Potency, µM (doses to about 57 µM), for the others: at the highest dose activity change, negative = inhibition, most hits filed as inhibitors | 0.72% of 360,000 active | AID 1745845, 2022; further: potency means the concentration at half of the fitted maximal effect; on the % scale 0 is the no-effect control and ±100 the full control effect; nearly all actives have a fitted effect of over 55% in size
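qHTS (up to 57 uM final) was run with 24 h compound exposure of reporter cells at 37 °C. Each well was multiplexed: SteadyGlo luminescence measured ATXN2-luciferase expression after a fluorogenic Gly-Phe-AFC viability readout (25 uM final).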
IL2 activator: qHTS of IL-2 Activators; activation, % (series mostly up to about 46 µM); IL-2 activation reporter assay, cell-based qHTS; stimulated with anti-CD3/CD4/CD28 beads; in transgenic mouse T cells; 0.065% of 360,000 active; in the data active means activation above about 50%; inconclusive means mostly about 30% to 49%; further: 0% is about no effect
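Unstimulated transgenic mouse T cells preincubated 60 min with compound, then stimulated with anti-CD3/anti-CD4-coated beads plus anti-CD28 for 18 h at 37 degrees C. IL-2 response read as EGFP and DsRed fluorescence by plate cytometry.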
An asterisk follows results filed as active; i = inactive; ? = inconclusive; / = no result given; [ ] = another dose, or the depositor's remark. Unless noted, the call rests on the fitted dose curve; in most records, active means well fitted curve in the direction sought with a large enough effect; inconclusive means small, poorly fitted or top-dose-only effect, or another doubt; inactive means no such curve, though single readings can be large; an effect the other way counts as inactive or inconclusive.

No.	canonical_smiles	Nrf2 inh	EPAC2 agonist	ATXN viability	TGFb SMAD3 inh	HepG2 tox	Nrf2 ARE act	A549 viability	ATXN2 expr inh	IL2 activator
1	COc1ccccc1CNC(=O)CN(c1ccc(C)cc1)S(=O)(=O)c1c(C)nn(C)c1C	1%	0%	i	?	0%	0.1%	-2%	-6%	-1.1
2	Cc1cc2cc3c(cc2nc1SCC(=O)OC(C)C)OCO3	-2%	12%	i	18%	-19%	-0.8%	-4%	/	4.4
3	O=C(CS(=O)(=O)c1cn(CC(=O)N2CCCC2)c2ccccc12)Nc1ccccc1F	-4%	10%	i	-15%	-13%	-0.4%	5%	4%	-4.4
4	COc1ccccc1C(=O)Nc1ccc2c(c1)CN(C(=O)CSC)CC2	?	-2%	i	-14%	-15%	-0.4%	3%	-6%	-0.2
5	CCOC(CNC(=O)C(=O)Nc1cc2c3c(c1)CC(=O)N3CCC2)OCC	-6%	3%	i	-1%	2%	-0.4%	1%	20%	-1.2
6	O=C(Nc1ccc(S(=O)(=O)NC2=NCCCCC2)cc1)c1ccc([N+](=O)[O-])s1	-46%	5%	i	7.1µM*	-105%	?	?	?	-3.3
7	CC(C)CCN(C(=O)C1CSC2(C)CCC(=O)N12)c1c(N)n(Cc2ccccc2)c(=O)[nH]c1=O (centres undefined)	-11%	-9%	i	-9%	12%	-0.5%	-2%	1%	-0.2
8	O=C(Nc1ccc(N2CCOCC2)c(S(=O)(=O)Nc2ccc(Cl)cc2)c1)c1ccc(=O)[nH]n1	?	9%	?	-4%	-26%	-0.1%	-26%	?	2.2
9	COCCCNC(=O)COc1cc(C)c(Cl)c(C)c1	-5%	0%	i	-1%	-3%	-0.5%	-1%	3%	1.6
10	COc1cccc(CNC2CCCc3ccccc32)c1OC (centres undefined)	24%	14%	i	4%	-8%	6.2%	2%	-9%	2.0
11	CC(=O)Nc1ccc(S(=O)(=O)N(Cc2ccccc2)C(C)C)cc1	?	-7%	i	-7%	2%	0.3%	-6%	-38%	-2.6
12	CN(C(=O)c1ccc2c(c1)OCO2)C1CCCCC1	23%	-4%	i	4%	-3%	-0.6%	-11%	31%[activator]	-0.3
13	COc1ccc(OC)c(Nc2nc(-c3ccc(O)c(O)c3)cs2)c1	11%	16%	?	?	-17%	17%	-2%	?	-3.2
14	FC(F)(F)c1cc(CCN2C(=S)NC[C@@H]2CC2CCCCC2)cc(C(F)(F)F)c1	?	-12%	20µM*	14µM*	-30%	-0.7%	-4%	?	0.1
15	Cc1cc(Cl)nc(-c2ccccc2O)n1	1%	11%	i	-4%	-8%	14%	4%	-17%	-2.1
16	COC(=O)CSc1nnc(-c2ccccn2)n1N	-7%	7%	i	-16%	2%	-0.4%	1%	-1%	-1.1
17	CN(C)S(=O)(=O)c1ccc(N2CCCC2)c(C(=O)N2CCC(C(N)=O)CC2)c1	10%	8%	i	1%	-2%	0.4%	-1%	-8%	-0.1
18	Cc1ccccc1CCN1CCCC(CN(C)CC(C)(C)C)C1 (centres undefined)	6%	2%	i	9%	2%	-0.3%	8%	/	0.7
19	Cn1c(=O)c2c(ncn2CC(=O)N2CCc3ccccc3C2)n(C)c1=O	14%	13%	i	4%	-21%	0.0%	-1%	-8%	1.1
20	O=C1C=C(c2ccccc2)C[C@@H](c2ccc3c(c2)OCO3)C1	-9%	1%	i	-6%	-18%	3.5%	2%	4%	0.1
21	COC(=O)c1ccc(NC(=S)NC2CCCCC2)cc1	-7%	9%	i	-5%	-24%	-0.3%	0%	24%	-0.2
22	NS(=O)(=O)c1ccc(CCNC(=O)c2cccc(OC(F)F)c2)cc1	-1%	1%	i	-5%	-5%	0.0%	3%	/	3.7
23	O=C(O)CC(NC(=O)COc1ccccc1)c1cccc([N+](=O)[O-])c1 (centres undefined)	14%	4%	i	18%	11%	0.3%	12%	3%	-1.6

In the list so far, these contain an NH in an aromatic ring.
No.	canonical_smiles	Nrf2 inh	EPAC2 agonist	ATXN viability	TGFb SMAD3 inh	HepG2 tox	Nrf2 ARE act	A549 viability	ATXN2 expr inh	IL2 activator
7	CC(C)CCN(C(=O)C1CSC2(C)CCC(=O)N12)c1c(N)n(Cc2ccccc2)c(=O)[nH]c1=O (centres undefined)	-11%	-9%	i	-9%	12%	-0.5%	-2%	1%	-0.2
8	O=C(Nc1ccc(N2CCOCC2)c(S(=O)(=O)Nc2ccc(Cl)cc2)c1)c1ccc(=O)[nH]n1	?	9%	?	-4%	-26%	-0.1%	-26%	?	2.2

3 structures from above, arranged by molecular weight, smallest number first.
No.	canonical_smiles	Nrf2 inh	EPAC2 agonist	ATXN viability	TGFb SMAD3 inh	HepG2 tox	Nrf2 ARE act	A549 viability	ATXN2 expr inh	IL2 activator
20	O=C1C=C(c2ccccc2)C[C@@H](c2ccc3c(c2)OCO3)C1	-9%	1%	i	-6%	-18%	3.5%	2%	4%	0.1
19	Cn1c(=O)c2c(ncn2CC(=O)N2CCc3ccccc3C2)n(C)c1=O	14%	13%	i	4%	-21%	0.0%	-1%	-8%	1.1
7	CC(C)CCN(C(=O)C1CSC2(C)CCC(=O)N12)c1c(N)n(Cc2ccccc2)c(=O)[nH]c1=O (centres undefined)	-11%	-9%	i	-9%	12%	-0.5%	-2%	1%	-0.2

6 of the entries above in order of their number in Nrf2 ARE act, highest first:
no. | smiles | Nrf2 ARE act
13 | COc1ccc(OC)c(Nc2nc(-c3ccc(O)c(O)c3)cs2)c1 | 17%
15 | Cc1cc(Cl)nc(-c2ccccc2O)n1 | 14%
11 | CC(=O)Nc1ccc(S(=O)(=O)N(Cc2ccccc2)C(C)C)cc1 | 0.3%
5 | CCOC(CNC(=O)C(=O)Nc1cc2c3c(c1)CC(=O)N3CCC2)OCC | -0.4%
7 | CC(C)CCN(C(=O)C1CSC2(C)CCC(=O)N12)c1c(N)n(Cc2ccccc2)c(=O)[nH]c1=O (centres undefined) | -0.5%
14 | FC(F)(F)c1cc(CCN2C(=S)NC[C@@H]2CC2CCCCC2)cc(C(F)(F)F)c1 | -0.7%
